TbPYK inhibitor: qHTS of Trypanosoma Brucei Inhibitors; actives 0.12% (n = 410,000); pyruvate kinase (Trypanosoma brucei), Q57TT1; TbPYK enzyme, Kinase-Glo Plus ATP luminescence, 45 min; Potency, µM (titrated, usually from 76.8 µM), for the others: at the highest dose activity, negative = inhibition, most hits filed as inhibitors; note: potency is the fitted concentration of half-maximal effect; % is set by controls: 0 for no effect and ±100 for the full control effect; nearly all actives have a fitted effect of over 50% in size
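TbPYK + substrate in 50 mM TEA pH 7.2, 100 mM KCl, 10 mM MgCl2, 0.05% BSA, 0.01% Tween-20; cpd pinned; ADP 130 uM final; 45 min RT; Kinase-Glo Plus 10 min; luminescence endpoint.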
Pf growth 96h: Primary qHTS for delayed death inhibitors of the malarial parasite plastid, 96 hour incubation; AID 504834, 2011; Potency, µM (top dose mostly 28.7 µM), for inactives: at the top dose activity change, negative = inhibition, most hits filed as inhibitors; actives 6.9% (n = 320,000); P. falciparum luciferase reporter growth, 96 h; note: potency is the fitted concentration of half-maximal effect; % is set by controls: 0 for no effect and ±100 for the full control effect
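96 h incubation, 37 C, 5% CO2, of luciferase-reporter P. falciparum-infected RBCs (2% hematocrit, 0.05% parasitemia final) with test compounds; endpoint luminescence.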
LmPK inhibitor: qHTS Assay for Inhibitors of Leishmania Mexicana Pyruvate Kinase (LmPK) | Q27686 | purified LmPK, Kinase-Glo ATP luminescence, 1 h | Potency, µM (highest dose often 57.5 µM), for the others: top-dose activity change, negative = inhibition, actives largely listed as inhibitors | actives 0.37% (n = 290,000); note: potency is the fitted concentration of half-maximal effect; % is set by controls: 0 for no effect and ±100 for the full control effect
Target sequence (Q27686 whole entry, looked up): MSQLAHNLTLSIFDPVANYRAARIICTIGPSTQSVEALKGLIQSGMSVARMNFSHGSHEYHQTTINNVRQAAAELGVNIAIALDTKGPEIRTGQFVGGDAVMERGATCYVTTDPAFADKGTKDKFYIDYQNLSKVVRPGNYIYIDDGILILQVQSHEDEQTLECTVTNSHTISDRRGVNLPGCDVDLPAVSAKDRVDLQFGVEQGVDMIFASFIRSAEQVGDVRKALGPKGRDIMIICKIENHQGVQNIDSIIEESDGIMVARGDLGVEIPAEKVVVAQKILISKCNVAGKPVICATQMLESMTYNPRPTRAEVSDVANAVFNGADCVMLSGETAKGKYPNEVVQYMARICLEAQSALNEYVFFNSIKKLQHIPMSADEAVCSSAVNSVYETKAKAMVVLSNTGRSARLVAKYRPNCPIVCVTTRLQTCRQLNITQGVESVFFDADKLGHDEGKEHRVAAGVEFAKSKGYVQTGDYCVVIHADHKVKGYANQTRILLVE
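Pyruvate kinase activity monitored as ATP production (luciferase luminescence). Conditions: 0.1 nM enzyme, 0.5 mM PEP, 0.1 mM ADP, 1 h, RT; normalized against uninhibited and no-enzyme wells.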
Cycloheximide cs: Cycloheximide Counterscreen for Small Molecule Inhibitors of Shiga Toxin; cell reporter, cycloheximide protein synthesis inhibition counterscreen; max response, %; actives 12% (n = 300,000); AID 2314, 2010; in the data active = max response mostly above about 13%, no sharp cut-off; inactive = mostly below about 14%; note: read at 38.3 µM for the half of the compounds with a filed dose; 0% is about no effect
AmpC no deterg: qHTS Inhibitors of AmpC Beta-Lactamase (assay without detergent); Potency, µM (series often up to 57.1 µM), for inactives: top-dose activity change, negative = inhibition, actives largely listed as inhibitors; AID 485341, 2010; actives 0.52% (n = 330,000); AmpC nitrocefin hydrolysis, absorbance 480 nm, 0.0001% Triton; P00811;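 note: potency is the fitted concentration of half-maximal effect; plate controls were no compound for no effect and no enzyme for full effect; nearly all actives have a fitted effect of over 20% in size; some results filed as inactive show a strong effect at the top dose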
Target sequence (P00811 whole entry, looked up): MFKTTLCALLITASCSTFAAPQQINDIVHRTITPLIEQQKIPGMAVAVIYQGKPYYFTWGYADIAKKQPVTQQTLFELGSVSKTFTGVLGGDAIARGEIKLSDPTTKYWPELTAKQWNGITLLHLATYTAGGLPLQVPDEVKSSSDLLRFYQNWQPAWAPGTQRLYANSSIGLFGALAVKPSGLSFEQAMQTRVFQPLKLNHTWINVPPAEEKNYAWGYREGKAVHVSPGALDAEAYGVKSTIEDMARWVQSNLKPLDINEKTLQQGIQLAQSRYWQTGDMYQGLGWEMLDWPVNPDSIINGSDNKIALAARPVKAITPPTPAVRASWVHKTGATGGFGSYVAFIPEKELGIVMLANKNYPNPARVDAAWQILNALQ
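20 mM phosphate pH 7.0 + 0.01% (detergent screen) or 0.0001% Triton X-100; 5.3 nM AmpC reagent; cpd preinc 15 min RT; nitrocefin (800 uM stock) to start; A480 q20 s × 4 min; Activity was normalised to no-enzyme and no-compound control wells.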
Shiga inhibitor: A qHTS for Small Molecule Inhibitors of Shiga Toxin; Vero cells, Shiga toxin protein synthesis inhibition reporter; inhibition, % at 38.7 µM; actives 9.2% (n = 290,000); in the data active = inhibition mostly above about 28%, no sharp cut-off; inactive = mostly below about 43%; note: 0% is about no effect
Pf growth 48h: Primary qHTS for delayed death inhibitors of the malarial parasite plastid, 48 hour incubation. P. falciparum luciferase growth in erythrocytes, 48 h. Potency, µM (series often up to 28.7 µM), for the others: top-dose activity change, negative = inhibition, most hits filed as inhibitors. actives 5.9% (n = 310,000); note: potency is the fitted concentration of half-maximal effect; % is set by controls: 0 for no effect and ±100 for the full control effect
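First compound was added to culture medium, then infected red cells at 0.1% parasitemia and 2% hematocrit (final). After incubation at 37 C under 5% CO2, luciferase detection reagent was dispensed and light output recorded.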
The depositor's hits bear a star; i = inactive; u = inconclusive; x = no result given; [ ] = another dose, or the depositor's remark. Unless noted, calls come from the whole dose curve; as a rule, active = well fitted curve in the direction sought with a large enough effect; inconclusive = small, poorly fitted or top-dose-only effect, or another doubt; inactive = no such curve, though single readings can be large; an effect the other way counts as inactive or inconclusive.

The first two compounds as a preview:
SMILES	TbPYK inhibitor	Pf growth 96h	LmPK inhibitor	Cycloheximide cs	AmpC no deterg	Shiga inhibitor	Pf growth 48h
COc1ccccc1CCNC(=O)c1ccc(NC(=O)CC2SC(N3CCCC3)=NC2=O)cc1 (stereo not drawn)	-1%	u	x	x	86%[activator]	x	u
C=CCn1c(-c2ccc(C)cc2)nc2ccccc21	-5%	-12%	2%	9	-16%	26	x

All compounds of this part, from the start:
SMILES	TbPYK inhibitor	Pf growth 96h	LmPK inhibitor	Cycloheximide cs	AmpC no deterg	Shiga inhibitor	Pf growth 48h
COc1ccccc1CCNC(=O)c1ccc(NC(=O)CC2SC(N3CCCC3)=NC2=O)cc1 (stereo not drawn)	-1%	u	x	x	86%[activator]	x	u
C=CCn1c(-c2ccc(C)cc2)nc2ccccc21	-5%	-12%	2%	9	-16%	26	x
CCN1CCc2nc(NC(=O)Cc3ccc4c(c3)OCCO4)sc2C1	-3%	-13%	1%	8	38%	17	u
CC(=O)N(C)Cc1ccc(C(=O)CSc2nnc(C3CC3)n2C2CC2)cc1	-5%	u	x	x	-3%	x	7%
O=C(NC(Cc1ccccc1)C(=O)O)c1ccc(S(=O)(=O)N2CCCC2)cc1 (stereo not drawn)	7%	0%	0%	-2	2%	12	-2%
CN(C)C(=O)c1ccc(Nc2nnc(-c3ccc(O)cc3)c3ccccc23)cc1	3%	11%	4%	3	-19%	2	u
C/C(=N/NC(=O)c1ccoc1C)c1ccc(N2CCOCC2)cc1	-3%	13%	0%	62*	0%	115*	67%
O=C(CN1C2=NCCN2c2ccccc21)C12CC3CC(CC(C3)C1)C2	-2%	-14%	-9%	-4	48%	-3	u
COc1ccc(NC(=O)CSc2nnc(-c3ccccn3)n2Cc2ccco2)cc1OC	x	u	-1%	-2	29%	-11	12%
O=C(O)c1ccccc1-n1ncc2c1/C(=C/c1ccc(Cl)cc1)CC2	x	54%[activator]	6%	9	-30%	28	63%[activator]
COc1ccc(/C=C/C(=O)NCc2ccccn2)cc1	-5%	44%[activator]	2%	17*	-10%	34*	15%
COc1ccccc1N1CCN(c2ncnc3nc[nH]c23)CC1	0%	68%[activator]	1%	-4	-44%	-14	1%
O=C(COC(=O)c1cccnc1Cl)NCc1cccs1	7%	13%	2%	37*	-20%	33	i
CCN(CC(=O)NCc1cccs1)C(=O)/C=C/c1cccc(Cl)c1Cl	2%	22%	x	x	-3%	x	2%
CC(Nc1oc(-c2ccco2)nc1C#N)c1ccccc1 (stereo not drawn)	9%	u	4%	-3	-40%	-7	-21%
NC(=O)C1(N2CCCCC2)CCN(CC(=O)Nc2cc(Cl)ccc2Cl)CC1	-26%	18%	6%	-4	5%	2	12µM*
COc1cc(-c2nc(C(=O)NC3CCN(Cc4ccccc4)CC3)cc3c2[nH]c2ccccc23)cc(OC)c1OC	-3%	2.1µM*	-7%	1	117%[activator]	-14	u
Cc1ccc(N2C(=O)c3ccc(N)cc3C2=O)cc1	2%	-17%	-7%	30*	-5%	67*	203%[activator]
CC(=O)Nc1ccc(C2(O)COc3ccccc3O2)cc1 (stereo not drawn)	-1%	u	6%	14	-15%	132*	13%
CCOC(=O)c1c(NC(=O)Cn2nc(C(=O)O)c3ccccc3c2=O)sc(CC)c1C	3%	28%	3%	-4	-30%	-27	0%
CNc1nnc(-c2ccc(OC)cc2)s1	-3%	2%	-28%	33*	-15%	78*	65%[activator]
COc1ccc(C(=O)COC(=O)CCNS(=O)(=O)c2ccccc2)c(OC)c1	-5%	27%	x	x	-11%	x	3%
O=C(c1ccc(CS(=O)c2ccccc2Cl)o1)N1CCN(c2ccccc2)CC1 (stereo not drawn)	4%	-12%	-6%	-11	106%[activator]	-19	u
O=C(Nc1cccnc1)c1cn(-c2ccccc2)nc1-c1cccs1	3%	13%	-2%	4	-4%	6	0.59µM*
CCCOc1ccc(N2C(=O)CC(SCCc3nc4ccccc4[nH]3)C2=O)cc1 (stereo not drawn)	-10%	-4%	-9%	-1	-19%	-10	-1%

Continuation:
SMILES	TbPYK inhibitor	Pf growth 96h	LmPK inhibitor	Cycloheximide cs	AmpC no deterg	Shiga inhibitor	Pf growth 48h
CCOc1cccc(C(=O)Nc2ccc(N3CCCC3)cc2)c1	u	0%	5%	17*	-39%	48	0%
CCC(C(=O)NCc1cccs1)n1nc(C)n2c(cc3occc32)c1=O (stereo not drawn)	0%	27%	2%	-3	-10%	-3	55%[activator]
Cc1ccc(CNC(=O)CSc2nc3ccccc3c3nc(C)nn23)cc1	x	54%[activator]	-7%	-5	-5%	45	8%
Cc1ccc(-n2nc3ccc(N)cc3n2)c(C)c1	-5%	1.7µM*	1%	17*	-53%	x	98%[activator]
O=C(c1cc(Cl)ccc1Cl)N1CCN(c2ccccn2)CC1	-6%	-18%	-4%	-7	-13%	-11	8%
CSc1ncc(C(=O)Nc2ccccc2F)c(-c2ccccc2)n1	3%	-13%	1%	-2	-19%	-4	-10%
Cc1ccccc1CSCCNC(=O)COc1ccc(Cl)cc1	-4%	u	-1%	1	-6%	12	-3%
COc1cccc(N2C(=O)CC(N3CCN(C(=O)c4ccco4)CC3)C2=O)c1 (stereo not drawn)	-6%	x	-3%	17	-13%	-18	2%
Cc1ccc(Oc2ncccc2COC(=O)Nc2ccccc2C)cc1	5%	u	5%	-4	-11%	28	-15%
COc1ccccc1NC(=O)Nc1ccc2c(c1)nnn2C	-15%	9.3µM*	4%	57*	-25%	50*	x
COC(=O)c1ccc(NC(=S)N2CCC(C(N)=O)CC2)cc1	-11%	u	1%	-3	-13%	3	12%
C=CCN(CC=C)CCOc1cccc(Oc2ccccc2)c1	1%	-7%	-3%	-3	9%	31	u
COc1cccc(Cn2nnc(C(=O)Nc3cc(C)ccc3OC)c2N)c1	-7%	u	0%	-5	-20%	-9	x
O=C(Oc1cccc(N2C(=O)CCC2=O)c1)C1CC(=O)N(c2ccc(F)cc2)C1 (stereo not drawn)	-1%	x	0%	-4	-9%	-14	8%
Cc1ccc(SCCNC(=O)c2ccccc2)cc1	5%	u	6%	15	-22%	-2	u
CCCCn1nc(NC(=O)CC(C)C)c2cc3cc(OC)ccc3nc21	1%	u	0%	-2	-13%	26	u
O=C1/C(=C/c2cccnc2)Oc2cc(OS(=O)(=O)c3ccc(F)cc3)ccc21	-2%	u	8%	-3	-11%	-9	x
COc1ccccc1N1CCN(C(=O)CSc2nc(-c3ccccc3)cc(=O)[nH]2)CC1	7%	-20%	0%	-1	3%	14	-24%
COc1cc(SC)ccc1C(=O)OCC(=O)N1CCN(C(C)=O)CC1	2%	65%[activator]	x	x	-7%	x	53%[activator]
CNC(=S)NNC(=O)c1sccc1OCc1ccc(C)cc1	-18%	23%	3%	-4	-26%	-4	37%
Cn1nc(Oc2ncc(C(F)(F)F)cc2Cl)cc1C(F)(F)F	-13%	26%	8%	14	-15%	18	307%[activator]
O=c1c2c3c(sc2nc2n1CCCCC2)CCC3	-6%	18%	-4%	27	-4%	69	10%
CCn1c(C)c(C)c2cc(C(=O)N3CCc4ccccc4C3)ccc21	-4%	-16%	8%	-1	22%	11	u
CCOC(=O)C1CCN(C(=O)Cn2nc(CC)n3cccc3c2=O)CC1	-24%	u	0%	-5	-13%	-2	4%
Cn1c(SCC(=O)c2ccccc2)nnc1C1CC1	-8%	32%[activator]	2%	9	-12%	-4	39%[activator]

Following part.
SMILES	TbPYK inhibitor	Pf growth 96h	LmPK inhibitor	Cycloheximide cs	AmpC no deterg	Shiga inhibitor	Pf growth 48h
Cc1nc2ccc(S(=O)(=O)Nc3ccccc3C)cc2s1	-3%	x	2%	9	2%	11	-15%
COCCCNS(=O)(=O)c1ccc2c(c1)OCCO2	-5%	8%	-3%	-2	-10%	-12	24%
COC(=O)c1c(NC(=O)c2ccco2)sc2c1CCN(C(C)C)C2	-5%	u	4%	1	4%	-7	-1%
Cc1nn(CC(=O)NCc2cccc(F)c2)c(=O)c2cccn12	-8%	u	-9%	-6	-2%	-13	41%[activator]
COc1ccc(-c2cc(C(=O)Nc3c(C)n(C)n(-c4ccccc4)c3=O)c3ccccc3n2)cc1OC	2%	23%	-1%	1	79%[activator]	16	u
O=C(NNc1cccc(Cl)n1)Nc1cccc(C(F)(F)F)c1	-5%	40%[activator]	1%	-3	-51%	-10	21%
CC12COC3(C(=O)Nc4ccc5ccccc5c4)CC1CCC32C (stereo not drawn)	-8%	148%[activator]	3%	35*	-16%	122*	121%[activator]
CN1CCC(N(C)C(=O)COc2ccc(S(=O)(=O)N3CCOCC3)cc2)CC1	3%	0%	10%	-4	-26%	-5	2%
CCn1c(O)c(C=Nc2ccc(S(N)(=O)=O)cc2)c(=O)[nH]c1=S	u	17%	0%	-2	-24%	4	-1%
O=C(CCc1ccccc1)Nc1ccnn1C1CCN(Cc2ncc[nH]2)CC1	3%	-1%	7%	-3	0%	-1	-27%
CCOc1cc([N+](=O)[O-])cc2c1C(=O)Nc1ccccc1O2	1%	u	-8%	25*	-39%	30	u
CC1(C)CC(=O)c2c(nc3ccccc3c2N)C1	0%	u	-4%	5	-27%	20	u
CNC[C@H](CC1CCCCC1)NC[C@H](Cc1ccccc1)NCCC12CC3CC(CC(C3)C1)C2	4%	2.1µM*	-4%	-8	88%[activator]	-18	u
C/C(N)=C(/C#N)C(=O)CSc1nn(-c2ccc(Cl)cc2)c(=S)s1	-1%	u	2%	47*	u	72*	u
Cc1cc(C)nc(SCCCn2c(=O)[nH]c3ccccc32)n1	2%	108%[activator]	-4%	-3	-5%	38	u
CC(NC(=O)c1ccc(F)cc1)c1ccc2c(c1)CCCC2 (stereo not drawn)	-7%	21%	3%	-4	-23%	-14	-12%
O=C(NCC(c1cccs1)N1CCOCC1)c1ccccc1NS(=O)(=O)c1cc([N+](=O)[O-])ccc1Cl (stereo not drawn)	-5%	13µM*	5%	-1	-4%	-6	u
CCc1ccccc1N(CC(=O)N1CCc2ccccc2C1)S(C)(=O)=O	0%	u	-1%	-1	84%[activator]	-4	-5%
O=C(CN1C(=O)C2CCCCC2C1=O)OCn1nnc2ccccc2c1=O (stereo not drawn)	1%	30%	2%	0	-9%	2	10%
C=CCc1cc(C=O)cc(OC)c1OCc1ccc(Cl)cc1	-7%	u	-6%	1	-19%	31	-19%

2 successive records out of the list so far, for reference:
SMILES	TbPYK inhibitor	Pf growth 96h	LmPK inhibitor	Cycloheximide cs	AmpC no deterg	Shiga inhibitor	Pf growth 48h
C/C(N)=C(/C#N)C(=O)CSc1nn(-c2ccc(Cl)cc2)c(=S)s1	-1%	u	2%	47*	u	72*	u
Cc1cc(C)nc(SCCCn2c(=O)[nH]c3ccccc32)n1	2%	108%[activator]	-4%	-3	-5%	38	u

From PubChem
